Screening results as filed in PubChem.
TAG inh: reduces triacylglycerol accumulation in H9c2 cells. Nile Red lipid (TAG) fluorescence; cells loaded with 200 µM oleic acid. inhibition, % at 12.5 µM. 230,000 tested, 0.66% active;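 active means pattern-corrected inhibition of lipid staining of at least 50% with the nuclear-stain viability signal not falling by more than 50%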;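 further: 0% = DMSO wells and 100% = triacsin C control wells; some results filed as inactive read as strong as hits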
TAG inh DAPI viability: further read-out of TAG inh, marked with its call; DAPI nuclei signal change (viability), lower = more cytotoxic, %;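 whole-well DAPI fluorescence read on a plate reader as a viability signal; minus 50 percent equals half of cells still viable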
Starred values were filed as active, the others as inactive. Some of the compounds tested; count on the stated rates, not on these rows.

SMILES | TAG inh | TAG inh DAPI viability
Cc1ccc(CN2CC(C(=O)OCc3ccccc3Cl)CC2=O)cc1 (stereo not given) | 4.9 | -3.3
CCOC(=O)c1[nH]c2ccccc2c1NC(=O)CN(C)C | -17.3 | -4.1
COc1ccc(CN(C)C(=O)c2sccc2-c2ccccc2)c(OC)c1 | -30.2 | -5.2
CCOC(=O)Cn1c(N2CCCCCC2)nc2c1c(=O)[nH]c(=O)n2C | 9.1 | -6.4
OC(CNCCCN1CCCCC1)COc1ccccc1 (stereo not given) | 33.1 | -13.5
CC1=NN(c2cccc(C(=O)O)c2)C(=O)/C1=C\C=C\c1ccco1 | -7.3 | 1.7
COc1ccc(C2C3=C(CC(C)(C)CC3=O)Nc3n[nH]c(C)c32)cc1 (stereo not given) | 7.8 | 2.2
C=CC[C@@H](CC(=O)N(CCO)Cc1ccccc1)C(=O)N[C@@H](COC(=O)[C@H](CC=C)CC(=O)OC(C)(C)C)Cc1c[nH]c2ccccc12 | 27.5 | -9.7
CCCN1Cc2cccc(C(=O)NC3CCCC3)c2C1=O | 6.2 | -12.2
COC(=O)C1CC(O)CN1C(=O)Nc1ccccc1 (stereo not given) | 1.7 | 1.5
CC1CCCCN1C(=S)NC(=O)c1cccs1 (stereo not given) | -13.2 | 6.2
Cc1ccc(/C=C/C(=O)Nc2cccc3cccnc23)o1 | -2.1 | 7.7
CCOC(=O)C1(C)CCCCCN1C(=O)c1ccco1 (stereo not given) | 4.0 | -3.2
COc1cc(C2c3cc4c(cc3CC3COC(=O)N32)OCO4)cc(OC)c1OC (stereo not given) | 35.9 | -22.6
Cc1cc(C(F)F)n2nc(C(=O)Nc3c(F)cc(F)cc3Br)nc2n1 | -15.6 | 2.6
COc1cc2[nH]c(=S)n(Cc3ccccc3)c(=O)c2cc1OC | -9.1 | 8.5
COc1ccccc1NC(=S)N(CCN1CCOCC1)Cc1ccccc1F | 9.1 | -7.2
CC(=O)N1CC(=O)N=C1SCC(=O)Nc1nc(C)c(-c2ccccc2)s1 | 3.2 | -8.8
COc1cc(CN2CCN(Cc3ccc4cc(F)ccc4n3)CC2CCO)cc(OC)c1 (stereo not given) | 1.9 | 1.8
COc1ccc2oc(C(=O)Nc3ccccn3)c(C)c2c1 | 2.9 | -9.9
O=[N+]([O-])c1ccccc1S(=O)(=O)N1CCN(C2CCN(Cc3ccccc3)CC2)CC1 | 6.8 | 4.7
Oc1ccc2cccnc2c1 | 12.0 | -6.5
CC(C)(C)OC(=O)C[C@H]1C/C=C\C[C@H](CC(=O)NCCO)C(=O)NCCOC1=O | -21.0 | -2.4
CCCn1c(O)c(N=N)c2ccccc21 | 3.2 | -5.5
Cc1ccc(C)c(N2CCN(C(=O)C3CCN(S(=O)(=O)c4cccc5nsnc45)CC3)CC2)c1 | 31.7 | -8.3

Next section, starting with the last four of the part before.
SMILES | TAG inh | TAG inh DAPI viability
Oc1ccc2cccnc2c1 | 12.0 | -6.5
CC(C)(C)OC(=O)C[C@H]1C/C=C\C[C@H](CC(=O)NCCO)C(=O)NCCOC1=O | -21.0 | -2.4
CCCn1c(O)c(N=N)c2ccccc21 | 3.2 | -5.5
Cc1ccc(C)c(N2CCN(C(=O)C3CCN(S(=O)(=O)c4cccc5nsnc45)CC3)CC2)c1 | 31.7 | -8.3
Cc1ccc(NC(=O)CN2C(=O)C3CCCCN3C(=O)c3ccccc32)cc1 (stereo not given) | -18.1 | -2.8
O=C(COC(=O)c1ccccc1Br)NCC1CCCCC1 | -8.6 | -8.5
CCOC(=O)N1CCN(c2c(NCC3CCCO3)c(=O)c2=O)CC1 (stereo not given) | -2.0 | -13.1
COc1ccc(-c2nnc(N(C)C(=O)c3ccno3)s2)cc1 | -11.0 | -4.3
O=C(N/N=C\C=C\c1ccc2c(c1)OCO2)C1COc2cc3ccccc3cc2O1 (stereo not given) | 7.2 | -12.0
CC(OC(=O)CCCN=C1NS(=O)(=O)c2ccccc21)C(=O)Nc1ccc(F)cc1Cl (stereo not given) | 12.5 | 2.1
COc1ccc(NC(=O)CN(c2ccc(OC)cc2)S(=O)(=O)c2ccc(OC)c(OC)c2)cc1 | -2.5 | 2.6
O=C(Nc1nnc([C@H]2C[C@H](O)[C@@H](CO)O2)s1)c1cccc(C(F)(F)F)c1 | 2.5 | 14.5
O=C(COc1ccccc1)Nc1ccc2[nH]c(=O)[nH]c2c1 | 4.4 | -2.9
Cc1nc(CNS(=O)(=O)c2cc(C)c(C)cc2C)cs1 | -13.3 | -1.8
Cc1ccc(C(=O)Oc2ccc(-c3nnco3)cc2)o1 | 9.2 | 4.2
Cc1cccc(NC(=O)CN2C(=O)S/C(=C\c3ccccn3)C2=O)c1 | -9.6 | 1.4
NC1=NC(=O)/C(=C\c2cc([N+](=O)[O-])ccc2Cl)S1 | -0.6 | 9.8
COC(=O)c1cccc(COC(=O)c2ccc(N(C)C)cc2)c1 | -16.3 | -10.5
O=C(COC(=O)CNC(=O)c1ccc(Cl)c([N+](=O)[O-])c1)NC(=O)CN1CCCC1=O | -4.2 | 1.8
c1csc(CCCN2CCCCC2)c1 | 5.1 | -2.8
COc1cc2cnc(-c3cccnc3)cc2cc1OC | 15.2 | -8.2
CCCCCc1nnc(NC(=O)c2ccc(=O)n(C)n2)s1 | 1.5 | -0.9
Cn1nnnc1Sc1ncnc2scc(-c3cccc(S(C)(=O)=O)c3)c12 | 59.8* | -31.6*
CCCCn1c(-c2nonc2N)nc2ccccc21 | 20.8 | 1.0
CCCC#Cc1ccc2c(c1)COc1c3ccccc3nn1-2 | 8.2 | 2.6
CCN(CC)C(=O)c1[nH]cnc1C(=O)N[C@@H](C)C(=O)OC(C)(C)C | -1.9 | 10.6
COCCCNC(=S)N1CCN(C(c2ccccc2)c2ccccc2)CC1 | 5.7 | 3.5
C[C@@H]1CN([C@@H](C)CO)C(=O)CCCn2nncc2CO[C@H]1CN(C)C | 1.8 | 2.5
Cc1ccc(Cl)cc1N1CCN(C(=S)NCc2ccco2)CC1 | 12.1 | 8.7

Next section (5 carried over from the part before).
SMILES | TAG inh | TAG inh DAPI viability
CCCC#Cc1ccc2c(c1)COc1c3ccccc3nn1-2 | 8.2 | 2.6
CCN(CC)C(=O)c1[nH]cnc1C(=O)N[C@@H](C)C(=O)OC(C)(C)C | -1.9 | 10.6
COCCCNC(=S)N1CCN(C(c2ccccc2)c2ccccc2)CC1 | 5.7 | 3.5
C[C@@H]1CN([C@@H](C)CO)C(=O)CCCn2nncc2CO[C@H]1CN(C)C | 1.8 | 2.5
Cc1ccc(Cl)cc1N1CCN(C(=S)NCc2ccco2)CC1 | 12.1 | 8.7
O=C(OCC(=O)C12CC3CC(CC(C3)C1)C2)c1ccc(CO)cc1 | -17.7 | 10.6
C=C1CCN(C(CC(C)C)C(=O)OC)S(=O)(=O)c2ccccc21 (stereo not given) | -60.5 | 10.0
Cc1ccc(NC(=O)/C(=C\c2ccccc2)NC(=O)/C=C/c2ccccc2)cc1 | 7.3 | 0.0
COc1ccc(OC)c(N(CC(=O)Nc2cccnc2)S(=O)(=O)c2ccc(OC)c(OC)c2)c1 | 15.1 | -4.4
Cc1nc2c(-c3ccc(F)cc3)c(C)nn2c(C)c1CCC(=O)Nc1ccc(F)cc1F | 15.4 | 11.4
Cc1ccc(-c2nc(C)sc2CC(=O)Nc2cccc(C)c2C)cc1 | -5.8 | -12.2
O=S(=O)(Nc1ncccn1)c1ccc(NS(=O)(=O)c2cccc(Cl)c2Cl)cc1 | -0.9 | 1.8
O=C(/C=C/c1c(Cl)cccc1Cl)NCCCn1ccnc1 | 11.6 | -8.7
Cc1cccc(-n2c(N)cc(=O)nc2SCC(=O)Nc2nnc(C)s2)c1 | -13.9 | 5.9
CCOC(=O)/C(C#N)=C/c1cn(CCC(=O)O)nc1-c1cccc(Br)c1 | 0.9 | 8.8
CC(NC(=O)c1ccccc1SCC(=O)N1CCCC1)c1ccc(F)cc1 (stereo not given) | 5.9 | -6.4
OC[C@@H]1CN(CCN2CCOCC2)C[C@H](n2cnc3c(NC4CCC4)ncnc32)O1 | -6.6 | -0.3
CC(C)[C@H](NC(=O)OC(C)(C)C)C(=O)N/N=C/c1ccc2nccnc2c1 | 17.0 | -2.7
CCc1ccc(-n2c(C)nc3cc(C(=O)NCc4cccnc4)ccc32)cc1 | 41.1 | -28.4
CC(=O)Nc1ccc(OC(=O)c2ccc(Br)c([N+](=O)[O-])c2)cc1 | 7.9 | 12.9
COc1ccc2[nH]c3c(c2c1)CCN1C(=O)C(CC(=O)NC(C)(C)C)C[C@H](C(=O)N2CCCCC2)[C@@]31CCc1ccccc1 (stereo not given in full) | 38.4 | -3.3
O=C(Nc1cccc(NC(=O)c2cccs2)c1)c1ccc2c(c1)OCO2 | 2.4 | 2.9
O=C(N1CCOCC1)N1CCN(S(=O)(=O)c2ccccc2)C1 | 7.7 | -17.3
CCn1ccnc1CN(C)Cc1cn[nH]c1-c1ccc(F)cc1F | -5.8 | -5.0
CC(=O)N1N=C(c2cccc([N+](=O)[O-])c2)OC1c1ccccc1Cl (stereo not given) | 9.3 | -5.2
CN1C[C@@H]2C(c3ccc(Cl)nc3)C3(c4ccccc4)CC2(C3)[C@H]1c1ccccc1 (stereo not given in full) | -1.2 | 12.2
C/C(CC(=O)Nc1ccc(N(C)C)cc1)=N\NC(=O)c1ccccc1Cl | -8.6 | -8.2
Cc1c(Cl)cccc1NC(=O)CCN1CCCCCC1 | -0.5 | 0.6
CCc1nnc(SCC(=O)N2CCc3ccccc32)n1CC | -8.2 | -1.0
OCCNCc1ccc(-c2ccccc2)cc1 | 18.7 | 0.7
O=C(Nc1cccnc1)c1cc(-c2ccc(F)cc2)on1 | -1.6 | 11.6
Cc1c2cnn(CC(=O)NCCN3CCOCC3)c(=O)c2c(C)n1Cc1ccccc1 | 0.0 | 0.2
O=C(CNC(=O)c1ccco1)NCC(c1ccco1)N1CCCCC1 (stereo not given) | -6.8 | -2.2
N#CC(=Cc1ccncc1)c1ccccc1 | -14.5 | 5.6
COc1cc(/C=N/NC(=S)NC2CC3CCC2C3)ccc1O (stereo not given) | 1.9 | 0.7
CCOc1ccc(-n2c(=O)c3sccc3n(Cc3cccc([N+](=O)[O-])c3)c2=O)cc1 | -6.6 | 0.2
O=C(NC1CC1)c1cc(=O)c2ccccc2o1 | 4.8 | -0.8
Cc1c(NC(=O)c2ccc3c(c2)C(=O)N(CC2CCCO2)C3=O)cccc1C(=O)O (stereo not given) | 1.8 | 5.5
COc1ccc(Nc2nc(N)nc(CN3CCC(C)CC3)n2)cc1 | 8.0 | -3.6
O=C1C(=Cc2cn(-c3ccccc3)nc2-c2ccc(OCc3ccccc3F)cc2)SC(=S)N1CCS(=O)(=O)O | 23.1 | -3.3
O=S(=O)(c1cccs1)n1cccn1 | 10.5 | -3.1
CCCCN1C(=O)C(CC(=O)NC2CC2)CC(C(=O)N(C(C)C)C(C)C)=C1C (stereo not given) | 14.1 | -3.9
COc1ccc(-c2cc([C@H]3[C@@H]4C=CCC[C@@]4(C)C(=O)N3Cc3ccccc3)ccc2F)cc1 | -9.8 | -4.8
Cc1ccc(Nc2nc3ccccc3n3nnnc23)cc1 | 22.7 | 4.1
CCc1cccc(NC(=O)c2cc(S(=O)(=O)N(C)C)ccc2N2CCCC2)c1 | 10.3 | -2.8
C=C[C@]12CC[C@H](OC(C)=O)CC1=CCC1C2CC[C@@]2(C)C1CCC21OCCO1 (stereo not given in full) | 2.1 | -1.3
Cc1ccc(/C=C/C(=O)Nc2ccc(S(=O)(=O)Nc3ncccn3)cc2)cc1 | -13.2 | -0.9
COC(=O)C(NC(=O)c1ccccc1)(Nc1cc(C)cc(C)n1)C(F)(F)F (stereo not given) | -2.6 | 14.4
COc1ccc(CCNC(=O)c2sc3nc4n(c(=O)c3c2C)CCC4)cc1 | -10.9 | 5.0
O=C(NCC(=O)N1CCN(C(=O)c2ccco2)CC1)c1cccc(Cl)c1 | 10.6 | 4.2
COc1ccc(-c2ocnc2C(=O)NCc2nn(-c3ccccc3)nc2C)cc1 | -18.1 | 3.1
CC(=O)C[C@@H](O)CC(=O)[C@@H]1OC(=O)CCCCC/C=C/Cc2ccccc21 | -1.3 | 7.0
C/C(=N\NC(=O)CSc1nc2ccccc2o1)c1cccc(O)c1 | -1.9 | -7.8
Nc1scc[n+]1Cc1cccc2cccnc12 | 1.8 | -8.1
COc1cccc(C(=O)NNC2OC(CO)C(O)C2O)c1 (stereo not given) | -8.7 | 5.9

Next section
SMILES | TAG inh | TAG inh DAPI viability
COc1ccc(S(=O)(=O)N2CCOC2CNC(=O)C(=O)NCCCN(C)C)cc1C (stereo not given) | 5.7 | 4.8
COc1ccc2[nH]c3c(c2c1)CCN1C(=O)C(CC(=O)NCc2ccco2)C[C@H](C(=O)N2CCCCC2)[C@@]31CCc1ccccc1 (stereo not given in full) | 18.1 | 7.6
Cc1ccc2cc(COC(=O)C3CCCO3)c(=O)[nH]c2c1 (stereo not given) | 4.4 | -0.8
Cc1ccc(C2(c3noc(CN(C)Cc4ccccn4)n3)CCCC2)cc1 | -7.4 | 4.0
Cc1ccc(NS(=O)(=O)c2cccc(C(=O)NCCc3c[nH]c4ccccc34)c2)c(C)c1 | -10.9 | -14.1
O=C1c2ccccc2C(=O)N1CN(C(=O)c1ccccc1)c1ccc(O)cc1 | -2.1 | 2.2
COc1ccccc1CC(=O)Nc1cc(C)ccn1 | 0.4 | 0.1
Oc1ccc(/C=N/NC(=S)NCc2ccco2)cc1 | 9.9 | 32.0
O=C(CCC(=O)N1CCCC1)N1CCCC1 | 0.8 | -5.7
COc1ccc(C)cc1NC(=O)CSc1nnc(-c2ccc(C)cc2)o1 | -26.9 | 1.2

Ordered by SMILES length (rising): part of the list above
SMILES | TAG inh | TAG inh DAPI viability
Oc1ccc(/C=N/NC(=S)NCc2ccco2)cc1 | 9.9 | 32.0
Cc1ccc2cc(COC(=O)C3CCCO3)c(=O)[nH]c2c1 (stereo not given) | 4.4 | -0.8
COc1ccc2[nH]c3c(c2c1)CCN1C(=O)C(CC(=O)NCc2ccco2)C[C@H](C(=O)N2CCCCC2)[C@@]31CCc1ccccc1 (stereo not given in full) | 18.1 | 7.6
